M4 antag – human M4 muscarinic receptor antagonists, primary screen, CHO cells, Fluo-8 calcium fluorescence; Muscarinic acetylcholine receptor M4 (Homo sapiens), P08173; CHO-hM4 cells, ACh EC80; inhibition, % at 3 µM; 360,000 tested, 0.73% active;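 active = inhibition above its plate's cutoff, the mean inhibition of sample wells plus 3 SD, cut at about 27% in these data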;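 also: 0% = acetylcholine EC80 with DMSO and 100% = DMSO without agonist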
Target sequence (P08173 whole entry, looked up): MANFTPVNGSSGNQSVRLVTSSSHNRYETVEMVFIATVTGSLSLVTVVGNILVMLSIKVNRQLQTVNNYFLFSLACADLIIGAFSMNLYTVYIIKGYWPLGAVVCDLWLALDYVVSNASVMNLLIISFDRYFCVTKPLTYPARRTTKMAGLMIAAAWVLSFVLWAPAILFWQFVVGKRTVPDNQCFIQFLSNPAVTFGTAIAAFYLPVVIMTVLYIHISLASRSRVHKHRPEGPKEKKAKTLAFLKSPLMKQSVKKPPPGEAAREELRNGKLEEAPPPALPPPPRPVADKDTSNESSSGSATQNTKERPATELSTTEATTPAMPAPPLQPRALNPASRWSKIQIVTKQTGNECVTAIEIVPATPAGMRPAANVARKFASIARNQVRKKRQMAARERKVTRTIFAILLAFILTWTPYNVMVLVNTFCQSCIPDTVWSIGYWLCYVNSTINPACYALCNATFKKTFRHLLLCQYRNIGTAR
M4 ag – human M4 muscarinic receptor agonists, primary screen, CHO-K1 cells, Fluo-8 calcium fluorescence; CHO-K1 hM4/Gqi5; vehicle 0%, full acetylcholine response 100%; activation, % at 3 µM; 360,000 tested, 0.14% active; AID 624127, 2012;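 active = activation above the run mean over all test wells plus 3 SD, cut at about 32% in these data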;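 also: peak over basal fluorescence ratio per well then scaled between controls; 0% = DMSO wells and 100% = acetylcholine at EC100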
M5 antag – human M5 muscarinic receptor antagonists, primary screen, CHO cells, Fluo-8 calcium fluorescence | Muscarinic acetylcholine receptor M5 (Homo sapiens), P08912 | CHO-hM5 cells, ACh EC80 | inhibition, % at 3 µM | 360,000 tested, 0.59% active | AID 624040, 2012;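 active = inhibition above a per-plate cutoff, the mean of that plate's test compounds plus 3 SD, cut at about 27% in these data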;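 also: 0% = acetylcholine EC80 with DMSO and 100% = DMSO without agonist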
Target sequence (P08912 whole entry, looked up): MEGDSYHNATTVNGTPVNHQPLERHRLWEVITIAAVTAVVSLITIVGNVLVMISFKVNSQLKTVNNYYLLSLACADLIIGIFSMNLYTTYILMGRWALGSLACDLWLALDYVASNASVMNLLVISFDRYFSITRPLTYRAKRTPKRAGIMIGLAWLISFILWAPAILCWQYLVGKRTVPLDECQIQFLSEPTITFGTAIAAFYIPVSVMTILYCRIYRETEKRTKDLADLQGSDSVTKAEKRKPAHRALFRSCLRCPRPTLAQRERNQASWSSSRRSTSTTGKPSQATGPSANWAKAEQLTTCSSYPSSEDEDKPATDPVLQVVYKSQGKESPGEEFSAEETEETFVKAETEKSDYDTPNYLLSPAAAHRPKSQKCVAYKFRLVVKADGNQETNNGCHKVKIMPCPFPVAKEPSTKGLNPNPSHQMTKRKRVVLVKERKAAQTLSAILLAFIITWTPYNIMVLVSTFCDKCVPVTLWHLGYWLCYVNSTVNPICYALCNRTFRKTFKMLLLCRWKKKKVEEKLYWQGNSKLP
CRFR2-BP ag – agonists of CRF-BP/CRF-R2 complex, primary screen, cell-based, HEK293, calcium dye fluorescence, uHTS | CRF-binding protein / CRF receptor 2 complex (human) | calcium dye fluorescence (FLIPR); percent of saturating CRF peptide response | activation, % at 13.2 µM | 350,000 tested, 0.46% active | AID 588473, 2011;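 active = activation of at least 50%, plus an integration ratio under a set limit after plate pattern correction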;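 also: plate controls were neutral control wells without compound for no effect and CRF at EC100 for full effect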
CRFR2-BP antag – antagonists of CRF-BP/CRF-R2 complex, primary screen, cell-based, HEK293, calcium dye fluorescence, uHTS | CRF-induced calcium fluorescence | inhibition, % at 11.8 µM | 350,000 tested, 0.59% active | AID 588475, 2011;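 active = inhibition of the ligand-induced calcium signal above about 50% at the single tested concentration, limit read from the data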
M5 PAM – human M5 muscarinic receptor positive allosteric modulators, primary screen, CHO-K1 cells, Fluo-8 calcium fluorescence | CHO-K1 hM5, ACh EC20 PAM; 0% = ACh EC20, 100% = ACh EC100 | activation, % at 3 µM | 360,000 tested, 0.3% active | AID 624038, 2012;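 active = activation above the run cutoff, the mean activation of all test compounds plus 3 SD, cut at about 18% in these data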
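system = human M5 receptor in CHO-K1 cells | compound = one concentration, 3 µM final (nominal) | schedule = Post-acetylcholine fluorescence recording 140 s | signal = Fluo-8 calcium dye fluorescence, kinetic read | benchmarks = low control EC20 acetylcholine (0%), high control EC100 acetylcholine (100%) | repeats = singlicate, one well per test compound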
IDE inh – human IDE inhibitors in live cells, primary screen, fluorescence polarization, HEK cells, FAbetaB substrate; Insulin-degrading enzyme (Homo sapiens), P14735; FAbetaB cleavage; inhibition, % at 5.59 µM; 320,000 tested, 0.41% active;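 active = percent inhibition above the average of all tested compounds plus 3 SD, set per screening campaign, cut at about 16% in these data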;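 also: IDE supplied by intact live HEK cells; FP after avidin binding of uncleaved biotin substrate so inhibition keeps polarization high; 0% = DMSO wells and 100% = 60 µM reference IDE inhibitor Ii1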
CHRM5 agonist – human M5 muscarinic receptor agonists, primary screen, CHO-K1 cells, Fluo-8 calcium fluorescence | AID 624037, 2012 | CHO-K1 hM5 cells; 0% DMSO wells, 100% maximal acetylcholine response | activation, % at 3 µM | 360,000 tested, 0.19% active;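 active = activation above the run's mean over test compounds plus 3 SD, cut at about 23% in these data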;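 also: signal is peak over basal fluorescence ratio across the kinetic read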
M4 PAM – human M4 muscarinic receptor positive allosteric modulators, primary screen, CHO-K1 cells, Fluo-8 calcium fluorescence. activation, % at 3 µM. 360,000 tested, 0.4% active. CHO-K1 hM4/Gqi5, ACh EC20; 0% = ACh EC20, 100% = maximal ACh. Muscarinic acetylcholine receptor M4 (Homo sapiens), P08173;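 active = activation above its plate's cutoff, the mean activation of sample wells plus 3 SD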; also: some results filed as inactive read as strong as hits
* = called active by the depositor; nt = not tested or not shown; & = joins results of further samples.

entry	M4 antag	M4 ag	M5 antag	CRFR2-BP ag	CRFR2-BP antag	M5 PAM	IDE inh	CHRM5 agonist	M4 PAM	SMILES
1	9	0	2	18	-30	2	-4	0	10	N#CC1=C(c2ccccc2)/C(=C/c2ccccc2)OC1=O
2	2	6	20	-0.5	-20	-16	-1	-2	-4	Cc1ccccc1NS(=O)(=O)c1cc(C(=O)Nc2cccc([N+](=O)[O-])c2)ccc1C
3	1	1	-1	-2.7	8	3	2	-2	4	Cn1nnnc1SCc1cc(=O)n2ccsc2n1
4	-7	5	12	0.1	-10	-2	-3	-5	5	N#CC1CCN(C(=O)c2ccc3c(Cl)c4c(nc3c2)CCCC4)CC1
5	4	1	-2	-1.2	-6	3	-3	2	1	COc1ccc(CCC(=O)Nc2ccc(OC)c(S(=O)(=O)N3CCCCC3)c2)cc1
6	-6	2	1	-2.3	21	-5	-3	0	4	Cc1ccc(C)c(NC(=S)NC(NC(=O)N(C)C)C(Cl)(Cl)Cl)c1 (stereo not given)
7	-13	0	-3	0.0	14	13	-1	-2	8	CCC(C)NC(=O)C1CCN(S(=O)(=O)c2cccnc2)CC1 (stereo not given)
8	5	0	8	-1.0	1	-2	-4	0	3	O=C(NNC(=O)c1ccccc1Cl)c1ccc(-n2cncn2)c([N+](=O)[O-])c1

Full records as entered above. Order of screens: M4 antag | M4 ag | M5 antag | CRFR2-BP ag | CRFR2-BP antag | M5 PAM | IDE inh | CHRM5 agonist | M4 PAM
N#CC1=C(c2ccccc2)/C(=C/c2ccccc2)OC1=O is listed with 9 | 0 | 2 | 18 | -30 | 2 | -4 | 0 | 10
Cn1nnnc1SCc1cc(=O)n2ccsc2n1 is listed with 1 | 1 | -1 | -2.7 | 8 | 3 | 2 | -2 | 4
Cc1ccccc1NS(=O)(=O)c1cc(C(=O)Nc2cccc([N+](=O)[O-])c2)ccc1C is listed with 2 | 6 | 20 | -0.5 | -20 | -16 | -1 | -2 | -4

Continued:
entry	M4 antag	M4 ag	M5 antag	CRFR2-BP ag	CRFR2-BP antag	M5 PAM	IDE inh	CHRM5 agonist	M4 PAM	SMILES
9	5	6	10	0.5	6	-6	1	-2	2	COC(=O)c1ccc(CNC(=O)c2ccc3c(c2)NC(=O)CS3)cc1
10	-10	3	4	-0.5	-3	-1	2	-2	0	COc1cc2c(cc1OC)CN(C(=O)CN1CCN(S(=O)(=O)c3ccccc3Br)CC1)CC2
11	2	1	3	-2.0	8	8	6	-3	-4	O=C(NCCCn1ccnc1)/C(=C/c1cccnc1)NC(=O)c1ccco1
12	-2	1	1	-1.8	8	4	-1	1	-3	CC(=O)N1Cc2ccccc2CC1C(=O)NCc1ccccc1F (stereo not given)
13	1	6	8	-0.5	-9	-3	nt	1	0	O=C(Nc1ccc(OC(F)F)cc1)c1cc(S(=O)(=O)N2CCOCC2)ccc1N1CCCC1
14	-1	-1	-3	0.2	-30	-3	0	-2	7	COC(=O)c1c(C)noc1-c1cc(C)on1
15	-18	4	0	-0.7	-2	3	2	2	-2	CC1CN(C(=O)COC(=O)c2cc(Cl)ccc2[N+](=O)[O-])CC(C)O1 (stereo not given)
16	-14	1	-1	-0.2	5	1	0	-3	8	COc1ccc(OC)c(C2=NOC(C(=O)NCc3cccnc3)C2)c1 (stereo not given)

5 entries from above, screen by screen.
9. COC(=O)c1ccc(CNC(=O)c2ccc3c(c2)NC(=O)CS3)cc1
10. COc1cc2c(cc1OC)CN(C(=O)CN1CCN(S(=O)(=O)c3ccccc3Br)CC1)CC2
11. O=C(NCCCn1ccnc1)/C(=C/c1cccnc1)NC(=O)c1ccco1
12. CC(=O)N1Cc2ccccc2CC1C(=O)NCc1ccccc1F (stereo not given)
13. O=C(Nc1ccc(OC(F)F)cc1)c1cc(S(=O)(=O)N2CCOCC2)ccc1N1CCCC1
Compound | 9 | 10 | 11 | 12 | 13
M4 antag | 5 | -10 | 2 | -2 | 1
M4 ag | 6 | 3 | 1 | 1 | 6
M5 antag | 10 | 4 | 3 | 1 | 8
CRFR2-BP ag | 0.5 | -0.5 | -2.0 | -1.8 | -0.5
CRFR2-BP antag | 6 | -3 | 8 | 8 | -9
M5 PAM | -6 | -1 | 8 | 4 | -3
IDE inh | 1 | 2 | 6 | -1 | nt
CHRM5 agonist | -2 | -2 | -3 | 1 | 1
M4 PAM | 2 | 0 | -4 | -3 | 0

Values by screen from above.
Compounds 10–14 in CRFR2-BP antag read -3, 8, 8, -9, -30
Compounds 10–14 in M5 PAM read -1, 8, 4, -3, -3
Compounds 10–14 in M4 ag read 3, 1, 1, 6, -1

Next part:
entry	M4 antag	M4 ag	M5 antag	CRFR2-BP ag	CRFR2-BP antag	M5 PAM	IDE inh	CHRM5 agonist	M4 PAM	SMILES
17	0	7	4	-1.1	2	-11	4	5	-9	O=C(CCCOc1ccccc1)Nc1ccc(S(=O)(=O)N2CCOCC2)cc1
18	-6	11	4	2.8	2	-13	2	0	-6	Cc1onc(-c2ccccc2Cl)c1C(=O)OCc1nnc(-c2ccccc2)o1
19	20	2	-3	0.7	1	-4	2	-20	-12	CN(Cc1ccccc1OCCO)CC1CCCN(CCc2ccc(Cl)cc2)C1 (stereo not given)
20	0	9	0	-0.7	2	-4	0	9	-3	CC(=O)c1c(C(C)=O)c(C)n(Cc2ccccc2)c1C
21	0	14	1	-0.5	4	-7	-9	3	-15	Cc1oc(S(=O)(=O)N2CCCC2)cc1C(=O)Nc1ccc(F)cc1
22	-13	2	7	0.7	-3	-2	4	3	6	COc1ccc(C(=O)OCC(=O)NCCN2C(=O)CSC2=O)cc1[N+](=O)[O-]
23	-6	2	12	-1.2	9	-2	7	-2	3	C=CCN1c2ccccc2[C@]23C[C@@H](C(=O)OC)N(C(=O)c4ccc(Br)cc4)C2=NC(C(=O)OC)=C(C(=O)OC)[C@H]13
24	-23	1	13	0.5	6	2	2	-3	8	CN1CCN(C(=O)C2CCN(S(=O)(=O)c3ccc(F)cc3)CC2)CC1
25	-6	1	0	-3.1	-7	-1	-3	-4	4	CCOC(=O)C1=C(N)N(c2ccccc2)C2=C(C(=O)CCC2)C1c1cccnc1 (stereo not given)
26	-5	3	8	-0.5	6	-1	3	-2	2	CCOCc1c(C(=O)OCC(=O)NCc2ccc(F)cc2)oc2ccccc12
27	-12	1	-1	0.0	19	4	-3	0	18	O=C(Nc1ccc(-c2nc3ccccc3s2)c(OC(=O)c2ccccc2)c1)c1ccccc1
28	1	5	3	1.0	13	-2	3	0	-5	O=C(CCCc1nc2ccccc2s1)N1CCN(c2ccccc2F)CC1
29	-11	8	4	6.5	-6	0	nt	3	1	CCOCCOC(=O)c1ccc(NC(=O)c2cc3ccccc3o2)cc1
30	-10	2	2	0.1	6	-4	5	-5	3	CC(=O)c1ccc([C@@H]2C[C@]34CN(Cc5cccc(C(F)(F)F)c5)S(=O)(=O)[C@H]3C[C@H]2O4)cc1
31	7	1	4	5.0	-10	-3	-3	0	-6	Cn1c(Cn2c(=O)sc3ccccc32)nnc1SCC(=O)NCC1CCCO1 (stereo not given)
32	2	1	10	-1.0	18	10	-3	-2	0	N/C(=N\OC(=O)c1ccc([N+](=O)[O-])cc1)c1ccccn1

Reformatted with one line to a screen: entries from further up
[28] O=C(CCCc1nc2ccccc2s1)N1CCN(c2ccccc2F)CC1
[29] CCOCCOC(=O)c1ccc(NC(=O)c2cc3ccccc3o2)cc1

screen / no.	28	29
M4 antag	1	-11
M4 ag	5	8
M5 antag	3	4
CRFR2-BP ag	1.0	6.5
CRFR2-BP antag	13	-6
M5 PAM	-2	0
IDE inh	3	nt
CHRM5 agonist	0	3
M4 PAM	-5	1

(listing goes on)
entry	M4 antag	M4 ag	M5 antag	CRFR2-BP ag	CRFR2-BP antag	M5 PAM	IDE inh	CHRM5 agonist	M4 PAM	SMILES
33	2	0	-9	-1.0	12	9	nt	2	2	CCN1CCN(c2ccc(S(=O)(=O)N3CCCCC3)cc2NC(=O)CCNC(C)=O)CC1
34	-9	8	6	0.9	-2	-10	6	-7	-6	COc1ccc(/C=C/C(=O)NC(=S)N2CCN(c3ccccn3)CC2)cc1
35	-7	1	3	-1.4	2	4	-3	-2	6	CN(C(=O)c1nc(-c2ccccc2)n(-c2ccccc2)n1)C1CCS(=O)(=O)C1 (stereo not given)
36	6	1	2	4.5	4	-2	-5	0	-4	Cc1ccc(/C=N/NC(=O)Cc2cccn2C)s1
37	-2	2	0	0.1	2	-8	0	0	-2	O=C(OCCNC(=O)c1ccc2ccccc2n1)c1ccc(F)cc1
38	6	2	-15	1.8	3	-4	-1	7	-2	Cn1cc(CN2CCN(c3cnccn3)CC2)c(-c2cccc(Cl)c2)n1
39	-4	-1	-2	0.9	-3	0	3	-5	-2	CCOc1cc(C(=O)Nc2ccccc2F)cc(Br)c1OCC
40	-1	1	4	4.5	7	-8	nt	1	-4	CCN(c1ccccc1)S(=O)(=O)c1ccc(Oc2ccccc2)c(N)c1
41	1	2	-3	-4.9	10	-2	4	3	-4	Cn1c(C(=O)N2CCCC(C(=O)NCCN3CCOCC3)C2)cc2sccc21 (stereo not given)
42	-1	1	3	nt	nt	-3	nt	1	-1	OC[C@@H]1CN(Cc2ccc(F)cc2)C[C@H](n2cnc3c(NC4CC4)ncnc32)O1
43	-17	0	-21	4.0	15	5	-1	5	0	CC(=O)Nc1ccc(S(=O)(=O)N2CCN3CCCC3C2)cc1 (stereo not given)
44	1	2	4	3.4	-29	2	10	-1	10	Cc1nnc2sc(SCc3ccccc3Cl)nn2c1=O
45	12	3	-3	1.0	-6	1	3	3	2	N#CC1=C(N)SC(N)=C(C#N)C1C1CC=CCC1 (stereo not given)
46	1	0	8	-3.0	9	-7	1	-1	19	CCSc1nnc(NC(=O)c2ccco2)s1
47	4&-3	5&6	4&9	2.3&-0.6	-10&5	-3&-5	7	3&3	-4&5	COc1cc(NC(=O)c2cnc(N)o2)cc(C(=O)Nc2cccc(C(F)(F)F)c2)c1
48	4	1	-3	1.6	-8	4	4	-8	6	O=C(Nc1ccccn1)c1ccc2ccccc2n1
49	-1	1	6	-2.5	18	0	1	-1	4	COc1ccc(CCNS(=O)(=O)c2cccc(C)c2)cc1OC
50	11	1	2	0.6	3	-3	-3	1	-4	COc1ccc(S(=O)(=O)N2CCOCC2)cc1C(=O)N(C)Cc1ccccc1F
51	-8	0	3	3.8	-17	2	-2	-1	7	CCc1cc(=O)[nH]c(SCC(=O)NCC2CCCO2)n1 (stereo not given)
52	-4	5	-3	0.1	-20	-11	-6	6	4	O=C(Nc1cccc(S(=O)(=O)NCc2ccco2)c1)c1cccc(Cl)c1
53	-20	2	-6	-5.0	2	2	2	-4	6	C=CCOc1c(CNc2nccs2)cccc1OCC
54	4	9	1	-0.7	2	-4	-1	8	-10	O=C(Oc1ccccc1)c1ccc2c(c1)C(=O)N(Cc1ccncc1)C2=O
55	15	0	4	-2.1	-11	-3	-4	-1	2	CCCCCCn1c(N2CCN(c3ccccc3)CC2)nc2c1c(=O)[nH]c(=O)n2C
56	-3	5	4	-0.6	14	-4	-4	-3	1	CN1CCN(C(=O)c2cc3nc(-c4ccccc4)cc(-c4ccccc4)n3n2)CC1

Assay outcomes: PubChem, several laboratories
